LmPK inhibitor – blocks Leishmania mexicana pyruvate kinase activity. AID 1721. Potency, µM (highest dose often 57.5 µM), for inactives: top-dose activity change, negative = inhibition, most hits filed as inhibitors. purified LmPK, Kinase-Glo ATP luminescence, 1 h. Q27686. actives 0.37% (n = 290,000)
Target sequence (Q27686 whole entry, looked up): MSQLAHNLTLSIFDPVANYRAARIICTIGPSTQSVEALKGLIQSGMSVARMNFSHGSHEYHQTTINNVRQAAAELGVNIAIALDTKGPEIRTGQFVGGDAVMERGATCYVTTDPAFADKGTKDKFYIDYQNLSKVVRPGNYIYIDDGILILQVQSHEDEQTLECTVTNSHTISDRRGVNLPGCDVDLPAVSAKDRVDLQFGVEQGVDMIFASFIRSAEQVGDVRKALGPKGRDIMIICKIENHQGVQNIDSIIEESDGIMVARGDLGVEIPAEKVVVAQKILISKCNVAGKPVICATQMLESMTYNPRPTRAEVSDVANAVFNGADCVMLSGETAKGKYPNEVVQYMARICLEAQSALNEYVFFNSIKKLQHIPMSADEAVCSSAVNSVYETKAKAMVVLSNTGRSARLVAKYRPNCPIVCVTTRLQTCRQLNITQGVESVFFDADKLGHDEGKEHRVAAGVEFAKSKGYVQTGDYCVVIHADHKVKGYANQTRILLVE
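Purified LmPK (0.1 nM) converted ADP (0.1 mM) to ATP with PEP (0.5 mM) in imidazole buffer pH 7.2 with KCl and MgCl2, 1 h at room temperature. ATP was read by Kinase-Glo luminescence; data normalized to uninhibited and no-enzyme controls.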
Pf growth 96h – P. falciparum growth inhibition at 96 hour, primary screen for plastid delayed-death inhibitors. P. falciparum luciferase reporter growth, 96 h. actives 6.9% (n = 320,000). AID 504834. Potency, µM (doses to about 28.7 µM), inactives show at the highest dose activity change, negative = inhibition, most hits filed as inhibitors
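Two-generation exposure (96 h) targets delayed-death phenotype. Reporter parasites carrying integrated firefly luciferase, in red cells at 2% hematocrit and 0.05% parasitemia final, kept at 37 C, 5% CO2; luminescence loss indicates inhibition.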
Sm TGR inh – inhibitors of Schistosoma mansoni thioredoxin glutathione reductase | purified TGR, DTNB reduction, TNB absorbance 405 nm | Potency, µM (series often up to 114 µM), for inactives: at the top dose activity change, negative = inhibition, hits mostly inhibitors | actives 3% (n = 360,000) | AID 485364; further: nearly all actives have a fitted effect of over 60% in size
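TGR 20 nM + NADPH 100 uM (dispensed conc.), cpd preinc 15 min RT; start with NADPH (500 uM addition) then DTNB (15 mM addition). Kinetic TNB absorbance, 405 nm filter. Four-parameter Hill fit across titration.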
HCV inh – blocks hepatitis C virus | AID 651820 | Potency, µM (series often up to 41.8 µM), for inactives: at the highest dose activity change, negative = inhibition, most hits filed as inhibitors | Huh7.5.1 HCVcc-Cre infection, luciferase reporter, 44 h | actives 3.4% (n = 340,000)
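Infectious HCV cell culture screen: compound-treated cells (1,000/well, pre-plated 4 h) are infected with HCVcc-Cre at roughly 0.5 moi and grown 44 h. Infection is quantified by luciferase signal after 15 min substrate incubation at room temperature.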
Pf growth 48h – P. falciparum growth inhibition at 48 hours (one generation); P. falciparum luciferase growth in erythrocytes, 48 h; Potency, µM (highest dose often 28.7 µM), for the others: at the highest dose activity change, negative = inhibition, usual class: inhibitors; actives 5.9% (n = 310,000); AID 504832
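Growth was read as firefly luciferase luminescence after a 48 h, 37 C, 5% CO2 exposure of compounds to reporter-bearing P. falciparum cultures (0.1% parasitemia, 2% hematocrit final) in Albumax-supplemented RPMI 1640.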
TbPYK inhibitor – T. brucei pyruvate kinase inhibition. Potency, µM (top dose mostly 76.8 µM), inactives show at the top dose activity, negative = inhibition, actives largely listed as inhibitors. TbPYK enzyme, Kinase-Glo Plus ATP luminescence, 45 min. Q57TT1. actives 0.12% (n = 410,000); further: nearly all actives have a fitted effect of over 50% in size
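T. brucei PYK with substrate was exposed to pin-transferred compounds across a concentration series, then started with 130 uM ADP (final). After 45 min at room temperature, Kinase-Glo Plus luminescence was read, normalized and curve-fitted.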
* hit, by the source's call; ? = inconclusive; . = not tested or not shown; [ ] = remark or other dose. The call rests on the fitted dose curve; in most records, active means well fitted curve in the direction sought with a large enough effect; inconclusive means small, poorly fitted or top-dose-only effect, or another doubt; inactive means no such curve, though single readings can be large; an effect the other way counts as inactive or inconclusive. On the % scale 0 is the no-effect control and ±100 the full control effect; potency means the concentration at half of the fitted maximal effect.

SMILES | LmPK inhibitor | Pf growth 96h | Sm TGR inh | HCV inh | Pf growth 48h | TbPYK inhibitor
NC1=C(c2ccccc2)C(=O)NC1=O | -13% | 11% | -14% | 2% | 12% | 8%
CCOc1ccc2[nH]c(=O)c(CN(CC3COCCO3)C(=O)c3ccco3)cc2c1 (stereo unspecified) | 2% | . | 0% | 33%[activator] | 2% | -1%
COc1ccc(N2C(=O)/C(=C\c3ccco3)N=C2SCC(=O)NC(C)C)cc1Cl | -5% | ? | 0% | ? | -30% | 0%
O=C(c1ccco1)C(O)c1ccco1 (stereo unspecified) | 1% | 28% | 20µM* | -3% | . | 3%
CC(C)(C)OC(=O)N1CCC[C@H]1C(=O)OCC(=O)Nc1cc(S(C)(=O)=O)ccc1Cl | . | -4% | -15% | 12% | 5% | 5%
Cc1ccccc1Nc1nc(N)nc(COC(=O)CCS(=O)(=O)c2ccccc2)n1 | -1% | -22% | -13% | 8% | ? | -2%
C/C(CC(=O)Nc1cccc(F)c1)=N\NC(=O)c1ccncc1 | -5% | 98% | ? | 13% | 6% | -5%
CCSc1nc2c(c(=O)[nH]c(=O)n2C)n1CC(O)COc1ccccc1 (stereo unspecified) | 0% | 36%[activator] | 5% | -27% | 3% | 2%
Cc1ccc(Nc2nc(N)nc(CN3CCN(c4ccccc4)CC3)n2)cc1Cl | 3% | ? | -2% | ? | ? | 8%
CCC(=NCCc1ccccc1)c1c(O)[nH]c(=O)[nH]c1=O | 6% | ? | 1% | 0.32µM* | 20% | 2%
CCC(C)[C@H](NC(=O)[C@@H]1Cc2ccccc2CN1C(=O)OC(C)(C)C)C(=O)NCC1CCC(C(=O)O)CC1 (stereo partly specified) | -3% | -24% | -5% | 11% | ? | 4%
Cc1ccc(OCc2ccc(C(=O)Nc3ccc(S(N)(=O)=O)cc3)o2)cc1 | 2% | 26% | -7% | -17% | ? | -3%
COc1cc(C(=O)N[C@@H](C)C(=O)NCc2ccco2)cc(OC)c1OC | -3% | 16% | -20% | 1% | 17% | -1%
CN(Cc1ccc(O)cc1)C1CCCCC1 | 2% | -13% | -9% | -7% | -4% | -15%
O=C(NCc1n[nH]c(=S)n1-c1ccccc1)c1ccc(S(=O)(=O)N2CCCCC2)cc1 | 25% | 2% | -5% | 14% | 2% | ?
Cc1onc(-c2ccccc2)c1-c1ccnn1S(=O)(=O)c1ccc(Cl)cc1 | 2% | 3.3µM* | -1% | -24% | ? | 2%
c1ccc(-c2noc(-c3ccno3)n2)nc1 | -9% | 13% | 17% | 15% | 34%[activator] | 0%
O=C(Nc1ccc(Cc2ccncc2)cc1)C1CCC(N2C(=O)C3CC=CCC3C2=O)CC1 (stereo unspecified) | 0% | . | 0% | ? | ? | 1%
COc1ccccc1CN1C[C@@H]2C[C@@H](c3cccc(C)c3)N3CCC[C@@]23C1=O | 0% | 10µM* | 1% | -8% | ? | -1%
COc1cccc(/C=N/NC(=O)CC2C(=O)NN=C2C)c1OC (stereo unspecified) | 2% | 47%[activator] | -27% | 14% | 37%[activator] | -2%

No new results follow: entries from further up.
SMILES | LmPK inhibitor | Pf growth 96h | Sm TGR inh | HCV inh | Pf growth 48h | TbPYK inhibitor
O=C(c1ccco1)C(O)c1ccco1 (stereo unspecified) | 1% | 28% | 20µM* | -3% | . | 3%
CC(C)(C)OC(=O)N1CCC[C@H]1C(=O)OCC(=O)Nc1cc(S(C)(=O)=O)ccc1Cl | . | -4% | -15% | 12% | 5% | 5%
Cc1ccccc1Nc1nc(N)nc(COC(=O)CCS(=O)(=O)c2ccccc2)n1 | -1% | -22% | -13% | 8% | ? | -2%
C/C(CC(=O)Nc1cccc(F)c1)=N\NC(=O)c1ccncc1 | -5% | 98% | ? | 13% | 6% | -5%
CCSc1nc2c(c(=O)[nH]c(=O)n2C)n1CC(O)COc1ccccc1 (stereo unspecified) | 0% | 36%[activator] | 5% | -27% | 3% | 2%
Cc1ccc(Nc2nc(N)nc(CN3CCN(c4ccccc4)CC3)n2)cc1Cl | 3% | ? | -2% | ? | ? | 8%
CCC(=NCCc1ccccc1)c1c(O)[nH]c(=O)[nH]c1=O | 6% | ? | 1% | 0.32µM* | 20% | 2%
CCC(C)[C@H](NC(=O)[C@@H]1Cc2ccccc2CN1C(=O)OC(C)(C)C)C(=O)NCC1CCC(C(=O)O)CC1 (stereo partly specified) | -3% | -24% | -5% | 11% | ? | 4%
Cc1ccc(OCc2ccc(C(=O)Nc3ccc(S(N)(=O)=O)cc3)o2)cc1 | 2% | 26% | -7% | -17% | ? | -3%
COc1cc(C(=O)N[C@@H](C)C(=O)NCc2ccco2)cc(OC)c1OC | -3% | 16% | -20% | 1% | 17% | -1%
CN(Cc1ccc(O)cc1)C1CCCCC1 | 2% | -13% | -9% | -7% | -4% | -15%
O=C(NCc1n[nH]c(=S)n1-c1ccccc1)c1ccc(S(=O)(=O)N2CCCCC2)cc1 | 25% | 2% | -5% | 14% | 2% | ?
Cc1onc(-c2ccccc2)c1-c1ccnn1S(=O)(=O)c1ccc(Cl)cc1 | 2% | 3.3µM* | -1% | -24% | ? | 2%
c1ccc(-c2noc(-c3ccno3)n2)nc1 | -9% | 13% | 17% | 15% | 34%[activator] | 0%
O=C(Nc1ccc(Cc2ccncc2)cc1)C1CCC(N2C(=O)C3CC=CCC3C2=O)CC1 (stereo unspecified) | 0% | . | 0% | ? | ? | 1%
COc1ccccc1CN1C[C@@H]2C[C@@H](c3cccc(C)c3)N3CCC[C@@]23C1=O | 0% | 10µM* | 1% | -8% | ? | -1%

Going on with the list:
SMILES | LmPK inhibitor | Pf growth 96h | Sm TGR inh | HCV inh | Pf growth 48h | TbPYK inhibitor
Cc1cccc(-n2cc(-c3ccccc3)c3c(NN4CCOCC4)ncnc32)c1 | 6% | ? | -1% | -4% | ? | 6%
Cc1ccc(/C=C/C(=O)Nc2nnc(SCc3ccc(C#N)cc3)s2)o1 | -2% | 21% | -22% | 7% | 7% | -6%
Cc1ccc2nc(N/N=C/c3ccccc3F)nc(-c3ccccc3)c2c1 | -2% | ? | 1% | -7% | -28% | 3%
Cc1ccc(/C=c2/sc3n(c2=O)CCCN=3)o1 | -28% | 218%[activator] | 11µM* | -7% | 221%[activator] | -8%
CC(C(=O)NN)n1nnc(N2CCOCC2)n1 (stereo unspecified) | -10% | 4% | -3% | 7% | -3% | -2%
COc1cccc(NC(C(=O)Nc2cccc(C(C)=O)c2)c2ccccc2)c1 (stereo unspecified) | 0% | 0% | -8% | 8% | -20% | 0%
COc1ccc(N2CCN(CC(=O)Nc3ccccc3SC)CC2)cc1 | 2% | ? | 4% | ? | -11% | -9%
O=c1[nH]c2cc3c(cc2cc1CN(Cc1cccs1)Cc1nnnn1Cc1ccco1)OCCO3 | 16% | 12µM* | 11µM* | -3% | ? | -2%
Cc1noc(C)c1CSc1nc2ccccc2c(=O)n1-c1ccc(Cl)cc1 | 5% | ? | 0% | ? | . | 6%
CCCCCCCCCCCCC(=O)CCCCC(=O)O | 7% | ? | -9% | 13% | 12% | 1%
CC(C)C[C@H](NC(=O)c1nc[nH]c1C(=O)N1CCC(C)CC1)C(=O)OC(C)(C)C | -17% | ? | 2% | -5% | ? | 3%
O=[N+]([O-])c1ccc2nc(-[n+]3c(-c4ccccc4)cc(-c4ccccc4)cc3-c3ccccc3)[nH]c2c1 | 1% | ? | -10% | ? | ? | -3%
CC(C)OCCCNC(=O)c1ccc(N(C)S(C)(=O)=O)cc1 | -3% | -21% | 2% | 22% | 16% | -15%
N#Cc1cc2sc3nnc(-c4ccncc4)n3c2cc1C#N | 4% | ? | 0% | ? | 13µM* | -2%
CCC(C)NC(=O)c1ccc(NC(=O)C2CCCO2)cc1 (stereo unspecified) | 5% | 2% | 8% | ? | 30%[activator] | -2%
Cc1ccccc1NC(=O)c1ccc2nc(N3CCOCC3)sc2c1 | 0% | ? | 1% | ? | -5% | -7%
CC(OC(=O)c1cccc(S(=O)(=O)Nc2ccccc2F)c1)C(=O)NCc1ccc2c(c1)OCO2 (stereo unspecified) | 2% | 9% | 6% | 10% | -13% | -6%
CCOc1ccc(/C=C2\SC(=S)N(CCC(=O)O)C2=O)cc1 | -1% | -5% | 28% | -21% | ? | -3%
CCC(C)NC(=O)c1ccc(N2CC3CC(C2)c2cccc(=O)n2C3)c(NC(=O)c2ccc(Br)o2)c1 (stereo unspecified) | 0% | 9.3µM* | -17% | -11% | ? | 4%
Fc1ccc(CNC2CCN(Cc3ccccc3)CC2)cc1 | 1% | 1.2µM* | -16% | ? | 9.3µM* | -4%
COC(=O)c1ccc(NS(=O)(=O)c2ccc(SC)cc2)cc1 | 1% | . | -1% | 20% | -11% | 9%
O=C(NNc1ccccc1Br)C(=O)n1ccc2ccccc21 | -1% | ? | -4% | -3% | 6% | -18%
CC1CN(S(=O)(=O)N2CCOCC2)CCN1S(=O)(=O)N1CCOCC1 (stereo unspecified) | 0% | ? | 9% | 3% | 1% | -4%
Cc1cc(C)c2oc(-c3ccc(C)c(NC(=S)NC(=O)c4cccs4)c3)nc2c1 | 0% | ? | 16% | -2% | 74%[activator] | 4%
O=C(Nc1ccc(F)cc1)Nc1ccc(N2CCOCC2)c2nonc12 | -8% | 0% | . | ? | 17% | 1%
O=C(COc1ccccc1/C=C1\SC(=O)NC1=O)Nc1ccc(F)cc1 | 2% | -31%[1.15 µM] | -6% | -1% | -3% | 3%
CCn1c2ccc(F)cc2c2nnc(NN)nc21 | -3% | 3.7µM* | 2% | -3% | ? | 9%
Cc1ccc(C(=O)Nc2c3c(nn2C(C)(C)C)CS(=O)(=O)C3)cc1[N+](=O)[O-] | 1% | ? | -33% | 18% | 0% | 5%
CN(C)c1ccc([N+](=O)[O-])cc1C(=O)O | 2% | 44%[activator] | -10% | 16% | 9% | -1%
COc1cc(OC)cc(-c2cc3ncccc3cn2)c1 | . | 36%[activator] | -20% | 11µM* | 35%[activator] | -13%
O=C(Nc1ccc(Nc2ccccc2)cc1)C(Cl)Cl | -1% | -3% | -4% | ? | -30% | -12%
O=C1N=C(N2C=CC(=C3C=CNC=C3)C=C2)/C(=C/N=NC(=O)c2ccccc2)S1 | -3% | ? | -3% | 28% | -6% | -11%
CCN(CC(=O)NCc1ccncc1)S(=O)(=O)c1ccccc1 | 6% | -9% | 6% | 18% | 4% | -1%
CNc1cnn(-c2ccc(C)cc2)c(=O)c1Cl | -4% | 190%[activator] | 9% | 20% | 241%[activator] | -13%
CN(C)S(=O)(=O)c1cccc(NC(=O)C(c2ccccc2)c2ccccc2)c1 | 0% | 0% | 11% | 10% | ? | 1%
COc1ccc(OCC(=O)NCc2ccc(Cl)cc2)cc1 | 2% | ? | -21% | -2% | 14% | 0%
COCCN1CN=C(Nc2nc3ccccc3s2)NC1 | 5% | 18% | 17% | -2% | 46%[activator] | 6%
O=C(Nc1ccc(S(=O)(=O)NC2=NCCCCC2)cc1)c1ccccc1Cl | 0% | -5% | -4% | -13% | -8% | -6%
COc1ccccc1-c1nnc(SCc2ccccn2)n1C | 1% | 12% | 1% | -13% | 7% | -4%
Cc1ccc(Cn2nc(C)c(/C=N/NC(=O)c3cccnc3)c2C)cc1 | 0% | ? | 4% | -1% | -22% | 0%
CC(C)c1ccc(NC(=O)C2CCN(c3ncnc4c3nc3n4CCCCC3)CC2)cc1 | 1% | ? | -13% | -29% | -9% | 23%

Screening results: PubChem BioAssay, National Center for Advancing Translational Sciences (NCATS)
